Screens (PubChem BioAssay)
NPSR antagonist: qHTS Assay for Antagonists of the Neuropeptide S Receptor: cAMP Signal Transduction; Q6W5P4; CHO-NPSR cells, cAMP TR-FRET, antagonist mode; Potency, µM (highest dose often 38.3 µM), for the others: top-dose activity change, negative = inhibition, most hits filed as inhibitors; hit rate 1% among 220,000; AID 1461, 2008; also: potency is read from the fitted curve at half-maximal effect; % is scaled to controls: 0 for no effect and ±100 for the full control effect; nearly all actives have a fitted effect of over 50% in size; many of its hits are not listed in these tables
Luc counter: Counterscreen for Luciferase (Kinase-Glo TM) Inhibition | Luciferin 4-monooxygenase (Photuris pensylvanica), Q27757 | AID 1379, 2008 | Kinase-Glo luciferase, ATP luminescence, 8 min | hit rate 0.28% among 200,000 | Potency, µM (titrated, usually from 38.3 µM), for the others: at the top dose activity change, negative = inhibition, most hits filed as inhibitors; also: potency is read from the fitted curve at half-maximal effect; % is scaled to controls: 0 for no effect and ±100 for the full control effect; nearly all actives have a fitted effect of over 60% in size
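Kinase-Glo luciferase light output from ATP and luciferin was measured with 10 uM ATP, within the enzyme's linear range. Buffer: 50 mM imidazole pH 7.2, 50 mM KCl, 7 mM MgCl2, 0.01% Tween 20, 0.05% BSA; luminescence read after 8 min at ambient temperature.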
GLA spleen mod: qHTS Assay for Inhibitors and Activators of Human alpha-Galactosidase From Spleen Homogenate; human spleen homogenate, 4MU-alpha-Gal fluorescence, 40 min; Potency, µM (top dose mostly 80 µM), for inactives: top-dose activity change, negative = inhibition, hits mostly inhibitors; hit rate 0.008% among 240,000; AID 2107, 2009;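 also: potency is read from the fitted curve at half-maximal effect; 0% = enzyme with vehicle and -100% = no enzyme basal signal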
Target sequence (P06280 32-429 limits assumed): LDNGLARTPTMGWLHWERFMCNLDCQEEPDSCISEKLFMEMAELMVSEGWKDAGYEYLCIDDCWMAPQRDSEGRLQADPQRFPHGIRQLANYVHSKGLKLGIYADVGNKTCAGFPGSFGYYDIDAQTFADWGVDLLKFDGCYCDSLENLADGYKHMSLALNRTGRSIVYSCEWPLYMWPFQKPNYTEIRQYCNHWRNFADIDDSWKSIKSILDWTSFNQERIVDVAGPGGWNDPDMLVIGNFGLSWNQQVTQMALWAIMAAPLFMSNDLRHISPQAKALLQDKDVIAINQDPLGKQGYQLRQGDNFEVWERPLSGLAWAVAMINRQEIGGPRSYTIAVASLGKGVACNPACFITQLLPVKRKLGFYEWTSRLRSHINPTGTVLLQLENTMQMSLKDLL
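Inhibition or activation of alpha-galactosidase in human spleen homogenate is scored by 4-MU fluorescence after 40 min at 37C, pH 5.0, with 1 mM substrate. AC50s come from concentration-response fitted to the Hill equation.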
CBFb-RUNX1 inh: qHTS Assay for Compounds Blocking the Interaction Between CBF-beta and RUNX1 for the Treatment of Acute Myeloid Leukemia | AlphaScreen CBFb-His/RUNX1-biotin binding, biochemical | Potency, µM (top dose mostly 59.8 µM), without a hit: top-dose activity, negative = inhibition, usual class: inhibitors | 230,000 tested, under 10 active | AID 1477, 2009; also: % of control where 0% means no effect
Target sequence (Q01196 whole entry, looked up): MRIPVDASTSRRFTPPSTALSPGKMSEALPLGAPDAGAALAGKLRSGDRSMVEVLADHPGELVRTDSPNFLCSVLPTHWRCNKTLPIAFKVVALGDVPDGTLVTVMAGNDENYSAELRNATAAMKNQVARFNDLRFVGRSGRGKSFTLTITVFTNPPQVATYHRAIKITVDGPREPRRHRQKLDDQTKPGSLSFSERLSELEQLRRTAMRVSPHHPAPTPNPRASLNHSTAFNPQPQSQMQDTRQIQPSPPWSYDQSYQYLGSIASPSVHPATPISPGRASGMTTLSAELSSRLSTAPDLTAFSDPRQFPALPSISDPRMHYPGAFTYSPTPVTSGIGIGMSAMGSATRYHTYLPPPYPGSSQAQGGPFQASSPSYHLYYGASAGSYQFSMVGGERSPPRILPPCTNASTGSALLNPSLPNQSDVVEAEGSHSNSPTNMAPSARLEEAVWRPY
Target sequence (Q13951 whole entry, looked up): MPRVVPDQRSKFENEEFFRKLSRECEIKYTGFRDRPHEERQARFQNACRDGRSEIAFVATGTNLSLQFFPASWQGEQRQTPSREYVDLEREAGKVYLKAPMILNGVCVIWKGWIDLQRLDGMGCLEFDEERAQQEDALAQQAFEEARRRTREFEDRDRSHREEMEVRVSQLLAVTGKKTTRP
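Interaction loss through any mechanism counts as activity. Pre-formed complex of His-CBF-beta and biotin-RUNX1 (30 nM apiece) is incubated with compound 15 min, then with 50 ng nickel and 50 ng streptavidin beads for 90 min before AlphaScreen detection.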
IMPase Li cell: qHTS Assay for Identifying the Cell-Membrane Permeable IMPase Inhibitors: Potentiation with Lithium. Potency, µM (highest dose often 59.4 µM), inactives show top-dose activity, negative = IMPase inhibition, actives largely listed as inhibitors. AID 1457, 2008. hit rate 0.35% among 210,000. CHO-M1 cells, IP1 TR-FRET (IP-One), carbachol + lithium;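 also: IP1 builds up when IMPase is blocked and the TR-FRET signal falls; potency is read from the fitted curve at half-maximal effect; plate controls were basal vehicle for no effect and high inhibitor control for full effect; nearly all actives have a fitted effect of over 50% in size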
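Lithium-sensitised IP1 accumulation assay; M1-expressing CHO cells treated 30 min at 37C with compound. Competitive antibody detection by time-resolved FRET followed a 10 min room-temperature lysis step.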
Epigenetic derep: Quantitative High-Throughput Screen for Regulators of Epigenetic Control | murine LDR cells, GFP reporter derepression, 30 h | Potency, µM (top dose mostly 53.9 µM), inactives show at the top dose GFP activation, actives largely listed as activators | hit rate 0.2% among 280,000 | AID 1865, 2009; also: potency is read from the fitted curve at half-maximal effect; % of control where 0% means no effect; nearly all actives have a fitted effect of over 60% in size
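Derepression of a silenced CMV-GFP reporter in murine LDR cells is scored by enumerating GFP-positive cells with a laser-scanning microplate cytometer after 30 hours of treatment at 37 C.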
Lamin A splicing: qHTS Assay for Modulators of Lamin A Splicing; HeLa LMNA splicing GFP/RFP minigene ratio, 48 h; Potency, µM (titrated, usually from 46.1 µM), inactives show at the highest dose ratio change, negative = inhibition, actives largely listed as inhibitors; hit rate 0.01% among 200,000; active = well fitted inhibition curve with a large enough effect in the signal ratio, with a control signal flat, not every such curve was filed as active; inconclusive = small, poorly fitted or top-dose-only effect, or effect the other way, or a change in a side signal; the % refers to the signal ratio; also: potency is read from the fitted curve at half-maximal effect; % is scaled to controls: 0 for no effect and ±100 for the full control effect
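S3 HeLa cells stably expressing lamin A-EGFP splicing minigene plus DsRed2, 600 cells/well, 48 h compound exposure at 37C. Laser-scanning cytometry; analysed as GFP (500-530 nm)/RFP (575-640 nm) total intensity ratio; 0.5% DMSO vehicle.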
Starred values were filed as active, the others as inactive; u = inconclusive; x = not tested or not shown; & = joins results of further samples; [ ] = dose if it differs, or a comment. Unless noted, calls follow the shape of the dose curve; as a rule, active = well fitted curve in the direction sought with a large enough effect; inconclusive = small, poorly fitted or top-dose-only effect, or another doubt; inactive = no such curve, though single readings can be large; an effect the other way counts as inactive or inconclusive. These rows are one share of the data. The share of hits here may be higher or lower than overall.

molecule,Lamin A splicing,NPSR antagonist,CBFb-RUNX1 inh,Epigenetic derep,GLA spleen mod,IMPase Li cell,Luc counter
N#Cc1ccc(C(=O)Nc2nc(-c3cccs3)c(C(=O)C(F)(F)F)s2)cc1,u,-37.5%,-2.2%[2.36 µM],-2.9%,4.0%,6.9%,2.0%
Fc1ccc(C[n+]2csc3ccccc32)cc1,u,-17.7%[46.1 µM],-23.7%,4.1%,-5.3%,-3.6%[38.3 µM],-3.0%
COc1ccc(CCNC2=NCCS2)cc1OC,x,-29.9%,14.3%,-6.6%,-3.9%,x,x
CCCC(C(=O)NC1=NCCS1)c1ccccc1 (centres undefined),-5.6%[46 µM],4.4%,-0.4%,1.1%,-3.0%,4.0%,-2.0%
Cc1cccc(-n2ncc3c(NCc4cccs4)ncnc32)c1,u,-19.2%[46.1 µM],11.5%,6.9%,5.5%,13.2%[38.3 µM],-5.0%
CS(=O)(=O)c1ccc(Cl)c(NC(=O)c2ccc3ccccc3c2)c1,-1.9%,-8.7%[46.1 µM],4.1%,13.2%,-2.1%,2.3%,-0.8%
COc1ccccc1C(=O)NC(C)c1nc2ccccc2[nH]1 (centres undefined),-0.7%,-9.4%[46.1 µM],3.8%,1.9%,-2.9%,0.1%[38.3 µM],-2.3%
CCN1C(=O)/C(=C\N(C)C)S/C1=N\S(=O)(=O)c1ccc(C)cc1,-3.5%[46 µM],8.2%,-0.3%,-0.4%,-6.2%,-3.2%,1.1%
CCn1c(CNc2cccc(Cl)c2)nnc1SCc1ccccc1,u,-13.6%[46.1 µM],-1.5%,2.0%,3.1%,11.0%[38.3 µM],1.7%
Cn1c(=O)c2[nH]c(-c3ccc(S(=O)(=O)O)cc3)nc2n(C)c1=O,-8.0%,-11.7%[46.1 µM],12.9%&3.4%,-0.2%&2.1%,u,u,-2.5%
COC(=O)C/C=C\[C@@H](C)[C@H]1C=C[C@H](O)[C@@H](CO)O1,x,x,2.2%[13.1 µM],0.0%[10.1 µM],4.6%[17.5 µM],x,x
Cn1c(=O)[nH]c(=O)c2c1nc(N1CCN(Cc3ccccc3)CC1)n2CCSc1ncccn1,10.2%,-4.5%[46.1 µM],3.5%,0.0%,7.0%,5.4%[38.3 µM],-3.2%
Cc1ccc(C(C(=O)NC2CCCC2)N(C(=O)CNC(=O)c2cccs2)c2cccnc2)o1 (centres undefined),-5.0%,-11.0%[46.1 µM],1.9%,0.0%,6.0%,2.6%,3.2%
CN(C)C(=O)COC(=O)c1ccccc1Sc1ccccc1C#N,-4.6%[46 µM],-1.3%,-0.7%,6.8%,-1.7%,10.6%,4.0%
c1ccc(-n2nnnc2SCc2cccc(CSc3nnnn3-c3ccccc3)n2)cc1,u,-15.1%[46.1 µM],7.4%,-1.0%,-7.1%,7.1%,2.1%
COc1ccc(N=C2SC(CC(=O)Nc3cccc(Cl)c3)C(=O)N2Cc2ccco2)cc1 (centres undefined),u,-48.0%,19.1%,2.6%,6.7%,8.3%,-2.8%
CCCn1c(-c2ccc(F)cc2)nc2c(N3CCC(N(C)C)C3)nc(C)nc21 (centres undefined),x,x,13.1%,0.4%,5.6%,-4.7%,-2.0%
CCOc1ccc(/C=C/C(O)=C2/C(=O)NC3(C)CC2c2ccccc2O3)cc1OC (centres undefined),x,-8.4%,4.0%,0.4%,1.5%,-6.3%,-0.6%
CN(CCO)c1nc(N)c2c(N)nc3c(c2c1C#N)CC(=O)N3C1CCCC1,-4.3%,-9.3%[46.1 µM],x,1.0%,10.9%,-6.7%[38.3 µM],-2.3%
Cc1ccc(S(=O)(=O)NC2=C(N3CCN(c4ccccc4F)CC3)C(=O)c3ccccc3C2=O)cc1,5.4%[0.0737 µM],-25.8%[46.1 µM],u,0.0%,7.7%,10.1%[38.3 µM],-10.5%
CCC(Sc1nc2n[nH]c(C)c2c(=N)n1-c1cccc(Cl)c1C)C(=O)N(CC)CC (centres undefined),18.8%,u,-12.3%,0.0%,1.7%,12.8%[38.3 µM],-6.0%
Cc1ccc(-c2nc3ccccn3c2NCc2ccc3c(c2)OCO3)cc1,7.0%,u,u,-2.0%,11.8%,2.4%[38.3 µM],-13.0%
COc1ccc(CC(N)C(=O)NC2C(CO)OC(n3cnc4c(N(C)C)ncnc43)C2O)cc1 (centres undefined),x,x,12.6%,4.0%,-8.9%,7.0%,-7.4%
CC(C)/C=C1\CCc2c([nH]c3ccccc23)C1=O,x,7.6%,-0.6%,-0.3%,1.1%,-4.2%,-0.4%
COC(=O)c1cccc(-n2[nH]nnc2=S)c1,16.3%,-8.4%[46.1 µM],3.4%,2.3%,3.3%,-0.9%[38.3 µM],2.5%

A draw from above in order of number of heavy atoms, descending.
molecule,Lamin A splicing,NPSR antagonist,CBFb-RUNX1 inh,Epigenetic derep,GLA spleen mod,IMPase Li cell,Luc counter
Cn1c(=O)[nH]c(=O)c2c1nc(N1CCN(Cc3ccccc3)CC1)n2CCSc1ncccn1,10.2%,-4.5%[46.1 µM],3.5%,0.0%,7.0%,5.4%[38.3 µM],-3.2%
CCC(Sc1nc2n[nH]c(C)c2c(=N)n1-c1cccc(Cl)c1C)C(=O)N(CC)CC (centres undefined),18.8%,u,-12.3%,0.0%,1.7%,12.8%[38.3 µM],-6.0%
Cc1ccc(-c2nc3ccccn3c2NCc2ccc3c(c2)OCO3)cc1,7.0%,u,u,-2.0%,11.8%,2.4%[38.3 µM],-13.0%
CCCC(C(=O)NC1=NCCS1)c1ccccc1 (centres undefined),-5.6%[46 µM],4.4%,-0.4%,1.1%,-3.0%,4.0%,-2.0%

Next section
molecule,Lamin A splicing,NPSR antagonist,CBFb-RUNX1 inh,Epigenetic derep,GLA spleen mod,IMPase Li cell,Luc counter
NS(=O)(=O)c1ccc(CCNCC(=O)N2CCC(Cc3ccccc3)CC2)cc1,x,-36.8%,4.0%,0.0%,18.4%,x,x
O=C(CCN1C(=O)/C(=C\c2cccs2)SC1=S)Nc1nccs1,-10.8%,3.4%,2.2%,1.0%,-2.8%,0.5%,0.9%
CN(C)/C=N/c1c(C#N)cnn1-c1ccc(C(F)(F)F)cn1,-4.4%,-8.6%[46.1 µM],2.4%,0.0%,-10.5%,6.3%[38.3 µM],0.0%
Nc1ccc(S(=O)(=O)NC(=O)c2ccccc2)cc1,u,4.7%,6.2%,1.8%,6.4%,-3.8%&-2.0%&0.6%,1.5%
O=C(O)c1ccccc1C(=O)N1CCc2c([nH]c3ccccc23)C1C(F)(F)F (centres undefined),13.9%[46 µM],0.8%,14.1%,1.0%,3.1%,x,x
CCOc1ccc(Nc2nc(Cc3nnc(SCC(=O)NCC4CCCO4)n3C)cs2)cc1 (centres undefined),0.6%,-13.4%[46.1 µM],-4.4%,1.0%,-6.7%,9.8%[38.3 µM],1.3%
CC(C)NC(=O)N1CC2(CCN(S(=O)(=O)c3ccccc3)CC2)C1,x,x,x,x,2.4%,-4.6%,-1.0%
CCOc1ccc(N(C(C)C(=O)NCc2ccco2)S(C)(=O)=O)cc1 (centres undefined),-4.3%,-27.8%[46.1 µM],-1.9%,-4.1%,8.0%,20.6%[38.3 µM],-3.8%
COCC(C)NS(=O)(=O)c1ccc(OC)cc1 (centres undefined),-2.1%,0.7%[46.1 µM],6.5%,-0.2%,-21.4%,x,x
CCCn1c(SCC(=O)N2CCN(S(=O)(=O)c3ccc(Cl)cc3)CC2)n[nH]c1=O,-7.6%,-0.5%[46.1 µM],0.2%,1.0%,6.3%,29.2%[38.3 µM],-0.9%
COC(=O)c1[nH]c2cc(OC)ccc2c1NC(=O)c1ccc2c(c1)OCO2,-5.7%,-13.9%[46.1 µM],1.8%,-2.8%,1.0%,4.6%[38.3 µM],-0.2%
CCN(C(=O)CSc1nncn1-c1ccccc1)c1c(N)n(Cc2ccccc2)c(=O)[nH]c1=O,-11.1%,10.1%,-0.3%,-1.1%,0.3%,0.5%,0.6%
Cc1ccc2c(c1)c(-c1ccccc1)nc1nncn12,-13.2%,4.0%,1.2%,0.0%,-5.6%,15.3%,3.1%
CCCCOC(=O)c1ccc(NC(=O)c2nn(C)cc2Br)cc1,-5.6%,-24.2%[46.1 µM],0.8%,-1.5%,1.9%,13.9%,-0.9%
O=C(CSc1cccc[n+]1[O-])c1cc(Cl)ccc1Cl,u,-55.8%,-2.4%,u,-0.5%,-3.8%,1.1%
Cc1cc2c3c(c1)C1(C(=O)N3C(C)(C)CC2C)C(C#N)=C(N)Oc2n[nH]c(C)c21 (centres undefined),-23.1%,-18.6%[46.1 µM],5.8%,-1.1%,25.5%,15.6%[38.3 µM],0.3%
Cc1cc(/C=N/NC(=O)c2nn(C)cc2Cl)c(C)n1-c1cccc(Br)c1,5.0%,-7.4%,-4.8%,0.1%,2.5%,3.2%,9.1%
Cc1cc(NC(=O)c2cc3n(n2)C(C(F)(F)F)CC(c2ccco2)N3)no1 (centres undefined),11.4%,-14.0%[46.1 µM],-4.6%,0.7%,9.7%,-2.1%[38.3 µM],-0.2%
Cc1ccc(Nc2nc(N)nc(CN3CCN(Cc4ccc5c(c4)OCO5)CC3)n2)cc1Cl,u,0.9%[46.1 µM],-10.5%,0.7%,11.0%,25.8%[38.3 µM],-4.2%
